IDE inh: inhibitors of human insulin-degrading enzyme in cells; P14735; HEK cells, FAbetaB cleavage, fluorescence polarization; inhibition, % at 5.59 µM; 320,000 compounds, 0.41% hits; AID 434962;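 active = percent inhibition above the average of all tested compounds plus 3 SD, set per screening campaign, cut at about 16% in these data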;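 also: IDE supplied by intact live HEK cells; FP after avidin binding of uncleaved biotin substrate so inhibition keeps polarization high; 0% = DMSO wells and 100% = 60 µM reference IDE inhibitor Ii1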
IDE cell activ: boosts human insulin-degrading enzyme activity in HEK cells; FAbeta-B cleavage, fluorescence polarization; 0% vehicle, 100% cell-free pure enzyme wells; activation, % at 5.96 µM; 340,000 compounds, 0.073% hits;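 active = activation above the mean of all tested compounds plus 3 SD, set per screening campaign, cut at about 17% in these data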
GalR3 antag: blocks the human galanin receptor 3. O60755. HEK293 GalR3-CNG cAMP membrane potential fluorescence; galR3 body fused to GalR1 C-terminus. inhibition, % at 3 µM. 360,000 compounds, 0.44% hits;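 active = inhibition above the screen-wide average plus 3 SD, cut at about 13% in these data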;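 also: forskolin and galanin both at EC90 stimulate the cells; cAMP rise reported by CNG channel membrane potential dye signal; 0% = forskolin plus galanin with DMSO and 100% = forskolin alone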
Target sequence (O60755 1-299 limits assumed): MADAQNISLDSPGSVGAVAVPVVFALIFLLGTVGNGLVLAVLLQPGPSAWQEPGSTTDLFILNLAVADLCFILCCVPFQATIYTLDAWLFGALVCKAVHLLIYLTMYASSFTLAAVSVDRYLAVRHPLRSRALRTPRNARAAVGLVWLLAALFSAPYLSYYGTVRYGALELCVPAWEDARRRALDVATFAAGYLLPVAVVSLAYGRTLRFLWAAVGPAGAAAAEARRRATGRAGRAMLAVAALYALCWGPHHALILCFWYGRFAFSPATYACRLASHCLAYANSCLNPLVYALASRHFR
CHRM4 PAM: CHRM4 positive allosteric modulation. activation, % at 3 µM. CHO-K1 hM4/Gqi5, Fluo-8 calcium fluorescence, ACh EC20; 0% = ACh EC20, 100% = maximal ACh. 360,000 compounds, 0.4% hits. P08173. AID 624126;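 active = activation above its plate's cutoff, the mean activation of sample wells plus 3 SD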; also: some results filed as inactive read as strong as hits
Target sequence (P08173 whole entry, looked up): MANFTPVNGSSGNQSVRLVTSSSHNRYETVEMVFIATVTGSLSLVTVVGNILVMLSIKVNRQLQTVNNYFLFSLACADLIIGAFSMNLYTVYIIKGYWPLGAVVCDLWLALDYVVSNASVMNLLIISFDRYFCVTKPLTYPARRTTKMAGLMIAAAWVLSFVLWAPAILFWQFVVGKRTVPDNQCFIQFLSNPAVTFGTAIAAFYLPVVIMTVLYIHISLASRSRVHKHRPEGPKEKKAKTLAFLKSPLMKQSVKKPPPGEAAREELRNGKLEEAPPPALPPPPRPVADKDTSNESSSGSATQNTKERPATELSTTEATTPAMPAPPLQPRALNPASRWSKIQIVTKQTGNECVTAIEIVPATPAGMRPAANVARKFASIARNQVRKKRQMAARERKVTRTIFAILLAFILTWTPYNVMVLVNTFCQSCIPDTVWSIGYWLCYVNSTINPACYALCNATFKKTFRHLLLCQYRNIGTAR
pCIP destab: lowers stability of the mouse p/CIP coactivator protein; Q05BA5; AID 1984; 290,000 compounds, 0.01% hits; decrease of EGFP signal, % at 10 µM; F442A p/CIP-EGFP cells, EGFP fluorescence, 16 h;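 active = EGFP signal decrease of at least 30% at 10 µM or well 3 SD below plate mean, unless failing retest; inactive = the rest, including hits failing retest or dose response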; also: some compounds called inactive have numbers as strong as hits; many of its hits are not listed in these tables
PHOSPHO1 block: blocks human PHOSPHO1 phosphatase activity. recombinant PHOSPHO1, absorbance phosphatase assay. inhibition, % at 13.3 µM. 290,000 compounds, 1.1% hits; in the data active = inhibition above about 60%
Target sequence (Q8TCT1 whole entry, looked up): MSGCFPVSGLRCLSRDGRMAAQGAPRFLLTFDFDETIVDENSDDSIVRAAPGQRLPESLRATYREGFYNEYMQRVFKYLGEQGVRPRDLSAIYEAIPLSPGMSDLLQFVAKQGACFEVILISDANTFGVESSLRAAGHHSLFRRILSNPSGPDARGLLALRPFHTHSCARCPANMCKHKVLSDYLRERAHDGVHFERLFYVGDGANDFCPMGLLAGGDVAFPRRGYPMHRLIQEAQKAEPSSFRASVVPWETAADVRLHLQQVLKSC
CRFBP-R2 agonist: CRF-BP/CRF-R2 complex agonism. AID 588473. 350,000 compounds, 0.46% hits. activation, % at 13.2 µM. HEK293 CRF-R2/CRF-BP, calcium dye fluorescence (FLIPR); percent of saturating CRF peptide response;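 active = activation of at least 50%, plus an integration ratio under a set limit after plate pattern correction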;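 also: plate controls were neutral control wells without compound for no effect and CRF at EC100 for full effect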
CRFR2-BP antag: antagonists of CRF-binding protein/CRF-R2 receptor complex; 350,000 compounds, 0.59% hits; AID 588475; HEK293 CRF-R2/CRF-BP, CRF-induced calcium fluorescence; inhibition, % at 11.8 µM;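 active = inhibition of the ligand-induced calcium signal above about 50% at the single tested concentration, limit read from the data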
MEKK3 PB1 HTS: MEKK3-MEK5 PB1 interaction, increase or decrease; AID 1529; Q99759; bead-based flow cytometry, Alexa488-MEK5 binding to MEKK3; actives lie on both sides; 0 = blocked by unlabeled MEK5, 100 = vehicle; binding response (% of control), % at 10 µM; 290,000 compounds, 1.4% hits;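 active = binding response more than 3 SD above or below the average of its plate-row segment, actives on both sides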;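 also: Alexa488 bead fluorescence after subtracting the streptavidin-only scavenger bead signal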
The depositor's hits bear a star; . = not tested or not shown.

CRFR2-BP antag | pCIP destab | CRFBP-R2 agonist | MEKK3 PB1 HTS | IDE inh | IDE cell activ | PHOSPHO1 block | GalR3 antag | CHRM4 PAM | SMILES
16 | -2 | 1.3 | 93 | -1 | -4 | -4 | -6 | 6 | O=C(CNC(=O)c1ccc(Cl)cc1)NCCCn1ccnc1
-12 | . | -0.6 | . | 1 | 1 | . | -1 | 8 | CCCCn1c(N)c(N(CC(C)C)C(=O)c2c(CC)noc2C)c(=O)[nH]c1=O
1 | . | -1.1 | . | 1 | 1 | . | -9 | 6 | C=CC[C@@H](CC(=O)N[C@H](CO)Cc1ccccc1)C(=O)N[C@@H](C)COC(=O)[C@@H](CC=C)CC(=O)OC(C)(C)C
5 | 11 | 1.1 | 96 | . | -3 | -4 | -5 | 4 | Fc1ccc(-c2nnc3ccccn23)cc1
9 | -9 | -0.4 | 107 | 6 | -1 | -105 | -3 | -1 | COc1ccc(OC)c(-n2c(Cn3c(-c4ccccn4)nc4ccccc43)n[nH]c2=S)c1
1 | . | 1.1 | . | -2 | 0 | . | -1 | 0 | O=C(NNC(=O)c1cccc(Cl)c1)NNC(=O)c1cccc(Cl)c1
-11 | -2 | -11 | 98 | 3 | 4 | 24 | -5 | 8 | CSc1nc2nc(-c3cccc(C(F)(F)F)c3)ccn2n1
7 | -32 | -1.9 | 103 | -4 | 5 | 14 | 0 | 0 | CC#CCN(Cc1ccco1)C(=O)C1CCC(=O)N(Cc2ccccc2F)C1 (centres undefined)
-8 | -2 | -0.2 | 99 | 0 | 7 | 24 | -9 | -1 | O=C(Nc1ccc(Cl)cn1)c1ccc2[nH]c(=O)c(=O)[nH]c2c1
3 | -16 | 0.0 | 104 | 8 | -4 | -11 | -4 | 9 | Cc1cc(NC(=O)COC(=O)COc2ccc(Cl)cc2C)c([N+](=O)[O-])cc1C
-6 | -2 | -0.8 | 107 | 8 | 6 | 20 | 1 | -4 | CC(O)c1nc2ccccc2n1Cc1nnc(-c2ccc(Cl)cc2)o1 (centres undefined)
9 | 2 | -0.3 | 63 | 1 | . | -10 | 1 | -7 | Cc1ccc(/C=N/NC(=O)c2ccco2)cc1
7 | . | -0.6 | . | 5 | 5 | . | -1 | 7 | CCN(C(=O)CSc1nc2ccc(OC)cc2[nH]1)c1c(N)n(Cc2ccccc2)c(=O)[nH]c1=O
-9 | 2 | 5.6 | 104 | 2 | 2 | 13 | -3 | -1 | C/C(=C\C(=O)c1ccc(Br)cc1)NCc1ccc(C)cc1
13 | -5 | 2.3 | 104 | -7 | 10 | -7 | -3 | -6 | CCOC(=O)C1CCN(C(=O)c2oc3ccc(S(=O)(=O)N4CC(C)CC(C)C4)cc3c2C)CC1 (centres undefined)
70* | . | -0.6 | . | 6 | 3 | . | -4 | 2 | CCCCN(C(=O)CSc1ncn[nH]1)c1c(N)n(Cc2ccccc2)c(=O)[nH]c1=O
7 | 2 | -0.8 | 104 | 5 | 2 | 8 | -9 | 5 | Cc1c(C)n(C)c2ccc(C(=O)NCCN3CCOCC3)cc12
4 | -3 | -0.9 | 103 | 10 | 5 | 23 | -3 | 4 | CCN(CC)C(=O)Cn1cnc2sc(C(=O)N3CCN(c4ccc(F)cc4)CC3)c(C)c2c1=O
-4 | . | -1.2 | . | -2 | 0 | . | -7 | 0 | Cc1cccc2nc(C(=O)Nc3cccc(C(=O)NC4CC4)c3)cn12
12 | -14 | 1.9 | 106 | 8 | -3 | 14 | -8 | 4 | CCOC(=O)c1ccc(NC(=S)N2CCN(C)CC2)cc1
23 | -5 | 1.8 | 98 | 2 | 5 | 21 | 0 | -3 | CCOC(=O)c1cc(S(=O)(=O)NC2CCN(C(=O)OCC)CC2)cn1C
4 | -6 | -1.0 | 107 | 10 | 0 | 37 | 3 | 16 | O=C(CSc1nc(O)cc(=O)n1C1CCCC1)Nc1cccc(Cl)c1Cl
-10 | -13 | 6.0 | 88 | 5 | 8 | 42 | -6 | 18 | CCCCOC(=O)c1ccc(-c2ccc(/C=N/NC(=S)NCC)o2)cc1
8 | -17 | -1.5 | 98 | 4 | 0 | 20 | 0 | -1 | CCCn1c(SCC(=O)Nc2nnc(C)s2)nnc1C1CC1
-17 | -18 | -5.8 | 117 | 5 | -8 | -3 | . | -9 | COc1cccc(CNC(=O)c2cc3c(C)nc4ccccc4c3o2)c1
2 | -5 | -0.8 | 98 | 6 | -3 | -17 | -2 | 4 | CCOC(=O)c1cnn(-c2nc(SC)nc3sc4c(c23)CCC4)c1N
5 | -9 | -0.8 | 99 | 1 | 10 | 42 | -6 | -7 | COc1ccc(C(=O)NCCC(=O)NCc2cc(=O)n(C)c(=O)n2C)cc1
4 | 1 | -1.0 | 100 | -8 | -1 | 22 | -9 | 6 | CC1CCN(C(=O)CCNS(=O)(=O)c2ccc(Cl)cc2)CC1
-10 | -10 | -0.3 | 117 | 5 | 5 | 3 | -4 | -1 | COC(=O)C(O)(CC(=O)Nc1ccc(OC)cc1)C(F)(F)F (centres undefined)
6 | -2 | 2.8 | 100 | 5 | 2 | 19 | 2 | 6 | CC(C)C[C@H](NC(=O)N1CC(=O)Nc2ccccc21)C(=O)N1CCC[C@H]1C(=O)O
-20 | 4 | 4.4 | 101 | -5 | 3 | 40 | -1 | 10 | FC(F)(F)c1cc(-c2ccco2)nc(N2CCOCC2)n1
-7 | -12 | -0.5 | 100 | 5 | 1 | 21 | -4 | 0 | O=C(NCC1CCCO1)NC1CCCCC1 (centres undefined)
14 | 2 | -2.4 | 101 | 4 | 0 | 3 | -3 | 0 | O=C(c1ccccc1)c1cccc[n+]1[O-]
3 | 10 | -1.2 | 99 | 0 | 1 | 40 | -1 | 13 | COc1ccc2c(=O)c(C(=O)NCc3ccccc3)c[nH]c2c1
-1 | -6 | 0.5 | 94 | -3 | 1 | -2 | -6 | -6 | CCOc1ccccc1NC(=O)C(OC(=O)c1ccc(O)cc1)c1ccccc1 (centres undefined)
19 | -8 | -0.6 | 95 | 12 | 1 | 16 | -5 | 8 | CC(C)OC(=O)c1cccnc1SCc1cc(=O)n2ccccc2n1
-6 | . | 0.0 | . | . | . | . | -7 | 2 | O=C(C1CCCCC1)N1C[C@H](O)[C@@H](n2cc(C3CC3)nn2)C[C@@H]1c1ccccc1
-9 | 0 | 0.8 | 103 | 4 | 8 | 16 | 0 | -20 | CCOC(=O)c1ccc(Oc2c(C)oc3c(CN4CCN(C)CC4)c(O)ccc3c2=O)cc1
6 | 3 | -0.4 | 102 | 5 | 9 | 3 | -3 | -4 | C=CCSc1nnc(COc2ccc(=O)n(-c3ccccc3)n2)n1CC
25 | -2 | -2.2 | 102 | 8 | 3 | -14 | -6 | 6 | Cc1nc2ncnn2c(N2CCC(C(=O)NC3CCCC3)CC2)c1Cc1ccccc1
0 | -1 | 0.2 | . | -7 | 1 | 23 | -2 | 2 | CC(C)c1ccc(/C=C2\CC/C(=C\C=N\N(C)C)C2=O)cc1
20 | -2 | 1.6 | 102 | 3 | 3 | 43 | -6 | -3 | CN(c1ccc(C(=O)N2CCN(Cc3ccccc3)CC2)cc1)S(=O)(=O)c1ccc(Cl)cc1
13 | -11 | -0.3 | 104 | 4 | . | 18 | -1 | . | CC(=O)Nc1c(O)nc(C)[nH]c1=O
-54 | -6 | -0.7 | 97 | -1 | -1 | 26 | -6 | -2 | Cc1sc2ncnc(Sc3nnnn3-c3ccc(Cl)cc3)c2c1C
1 | 2 | 4.7 | 100 | -2 | 9 | 14 | -4 | 3 | COc1ccc(C2NS(=O)(=O)N=C2N)cc1 (centres undefined)

Sorted by the number under GalR3 antag (highest first): four from the list above.
CRFR2-BP antag | pCIP destab | CRFBP-R2 agonist | MEKK3 PB1 HTS | IDE inh | IDE cell activ | PHOSPHO1 block | GalR3 antag | CHRM4 PAM | SMILES
-9 | 0 | 0.8 | 103 | 4 | 8 | 16 | 0 | -20 | CCOC(=O)c1ccc(Oc2c(C)oc3c(CN4CCN(C)CC4)c(O)ccc3c2=O)cc1
3 | 10 | -1.2 | 99 | 0 | 1 | 40 | -1 | 13 | COc1ccc2c(=O)c(C(=O)NCc3ccccc3)c[nH]c2c1
1 | 2 | 4.7 | 100 | -2 | 9 | 14 | -4 | 3 | COc1ccc(C2NS(=O)(=O)N=C2N)cc1 (centres undefined)
20 | -2 | 1.6 | 102 | 3 | 3 | 43 | -6 | -3 | CN(c1ccc(C(=O)N2CCN(Cc3ccccc3)CC2)cc1)S(=O)(=O)c1ccc(Cl)cc1

By substructure, the compounds so far with two or more sulfur atoms (three)
CRFR2-BP antag | pCIP destab | CRFBP-R2 agonist | MEKK3 PB1 HTS | IDE inh | IDE cell activ | PHOSPHO1 block | GalR3 antag | CHRM4 PAM | SMILES
8 | -17 | -1.5 | 98 | 4 | 0 | 20 | 0 | -1 | CCCn1c(SCC(=O)Nc2nnc(C)s2)nnc1C1CC1
2 | -5 | -0.8 | 98 | 6 | -3 | -17 | -2 | 4 | CCOC(=O)c1cnn(-c2nc(SC)nc3sc4c(c23)CCC4)c1N
-54 | -6 | -0.7 | 97 | -1 | -1 | 26 | -6 | -2 | Cc1sc2ncnc(Sc3nnnn3-c3ccc(Cl)cc3)c2c1C

Next part
CRFR2-BP antag | pCIP destab | CRFBP-R2 agonist | MEKK3 PB1 HTS | IDE inh | IDE cell activ | PHOSPHO1 block | GalR3 antag | CHRM4 PAM | SMILES
12 | 2 | 0.0 | 104 | -1 | 3 | -13 | -6 | 3 | N#Cc1c(N)n(CCOC(=O)c2cccc([N+](=O)[O-])c2)c2nc3ccccc3nc12
-19 | . | 1.7 | . | . | 4 | . | -2 | -1 | COC(=O)c1cc(NC(=O)COC(=O)CCc2c[nH]c3ccccc23)cc(C(=O)OC)c1
-103 | -1 | 58* | . | 2 | -9 | -28 | 0 | -1 | O=C(Nc1ccc(Oc2ccccc2)cc1)C1CCCN(c2ncccn2)C1 (centres undefined)
1 | -13 | 0.7 | 97 | 7 | -5 | 32 | -1 | -2 | COC(=O)/C=C1\SC(=NC(=O)c2ccc(C)cc2)NC1=O
-8 | . | -4.7 | . | . | 3 | . | -6 | 1 | CCN([C@H](CO)CC(C)C)S(=O)(=O)c1ccccc1
-7 | -2 | -0.4 | 98 | -1 | -16 | 14 | . | -10 | Cc1ccc(-c2csc(NC(=O)c3ccc(-c4ccccc4)cc3)n2)o1
8 | 14 | -0.7 | 111 | -8 | 6 | 30 | 1 | -1 | Cc1ccc(S(=O)(=O)NNC(=O)C2COc3ccccc3O2)cc1C (centres undefined)
-5 | -2 | 0.0 | 99 | -4 | 1 | 83* | . | -4 | O=C(Oc1csc(=S)n1C(=O)c1ccccc1)c1ccccc1
7 | -8 | 1.0 | 96 | -2 | -2 | 41 | -5 | 15 | COC(=O)c1c(NC(=O)CC2SC(N)=NC2=O)sc(C)c1C (centres undefined)
4 | -5 | -0.5 | 100 | 2 | 3 | 30 | 2 | 0 | COCCn1c(SCC(=O)Nc2ccccc2)nnc1-c1ccoc1C
0 | 6 | -0.2 | 96 | 3 | -2 | 16 | 0 | -7 | CCN1CCN(CC(=O)c2cc(Cl)ccc2Cl)CC1
-27 | 1 | -0.7 | 101 | 3 | -1 | 26 | 3 | -1 | COc1cc(/C=C2/C(=O)NN(c3ccc(F)cc3)C2=O)cc(Cl)c1O
-2 | 6 | 2.8 | 101 | 2 | -2 | -13 | -1 | -1 | COc1ccc(C(C)=O)cc1COC(=O)c1ccc(S(=O)(=O)N(C)C)cc1
-3 | -11 | 0.9 | 107 | 4 | 2 | 15 | -11 | -8 | COc1ccc(C(O)P(=O)(OCC(C)C)c2ccc(N(C)C)cc2)c(OC)c1 (centres undefined)

Rows were taken by chance; overall some 4.2% were active at least once.
